EZH2 inh = inhibitors of human EZH2/PRC2 methyltransferase; Q15910; PRC2 H3K27 methylation, DELFIA TRF, 1 h; inhibition, % at 12.5 µM; 0.35% of 57,000 active; AID 651548;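 active = mean inhibition of replicates at least 50% and every single replicate also reaching 50%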;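 also: dimethyl H3K27 on biotinylated H3 21-44 peptide detected by antibody; plate controls were median neutral control wells for no effect and median positive control wells for full effect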
IDH1 R132H inh = blocks human IDH1 R132H reductase activity; O75874; diaphorase/resazurin fluorescence, 60 min; inhibition, % at 10 µM; 0.18% of 70,000 active; AID 624101; in the data active = inhibition above about 34%;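 also: 0% = DMSO and 100% = no enzyme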
Target sequence (O75874 whole entry R132H): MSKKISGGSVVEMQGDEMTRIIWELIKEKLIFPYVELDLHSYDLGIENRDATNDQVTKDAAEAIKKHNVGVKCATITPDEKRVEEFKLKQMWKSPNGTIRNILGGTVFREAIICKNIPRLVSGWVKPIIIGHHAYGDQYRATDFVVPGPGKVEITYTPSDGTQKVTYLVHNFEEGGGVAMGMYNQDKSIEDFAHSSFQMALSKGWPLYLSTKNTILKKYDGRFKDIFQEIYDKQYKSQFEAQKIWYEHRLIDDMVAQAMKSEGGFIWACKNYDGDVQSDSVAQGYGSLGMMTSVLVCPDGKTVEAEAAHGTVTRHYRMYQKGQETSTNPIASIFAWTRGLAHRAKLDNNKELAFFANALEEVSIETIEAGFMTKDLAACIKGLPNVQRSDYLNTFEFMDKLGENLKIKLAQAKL
* marks the source's active call; other numbers are inactive results; · = no result given. An excerpt; rates above refer to the full screens.

SMILES	EZH2 inh	IDH1 R132H inh
Cc1noc(C)c1S(=O)(=O)N(C)C[C@@H]1Oc2ccc(NS(C)(=O)=O)cc2CC(=O)N([C@H](C)CO)C[C@H]1C	·	3.2
CC(=O)N(C)C[C@@H]1Oc2ncc(C#Cc3ccccc3F)cc2C(=O)N([C@H](C)CO)C[C@H]1C	5	0.0
C[C@H]1CN([C@@H](C)CO)C(=O)Cc2cc(NS(=O)(=O)c3cccs3)ccc2O[C@@H]1CN(C)C(=O)Nc1ccccc1	·	-0.1
O=C(C[C@H]1CC[C@@H](NC(=O)Cc2ccccn2)[C@@H](CO)O1)NCCCN1CCOCC1	4	-0.2
C[C@@H]1CN([C@@H](C)CO)S(=O)(=O)c2ccc(C3=CCCC3)cc2O[C@@H]1CN(C)CC1CCOCC1	5	1.0
COc1ccccc1-c1cn(CC[C@H]2CC[C@@H](NC(=O)C3CCOCC3)[C@@H](CO)O2)nn1	-3	0.0
CCC(=O)Nc1ccc2c(c1)OC[C@H](C)N(C(=O)NC(C)C)C[C@@H](C)[C@H](OC)CN(C)C2=O	8	0.0
O=C(NCc1ccccc1)C1=C[C@H](c2csc3ccccc23)C[C@H](OCc2ccc(CO)cc2)O1	19	·
O=C1O[C@H](c2ccccc2)[C@H](c2ccccc2)N2[C@H]1[C@@H](C(=O)Nc1nc3ccccc3s1)[C@]1(C(=O)Nc3ccc(C#CC4(O)CCCCCC4)cc31)[C@H]2c1ccc(OCCO)cc1	-5	·
COc1ccc([Si](C)(C)[C@H]2[C@H](CCO)O[C@@]3(C(=O)N(Cc4ccc(NC(C)=O)cc4)c4ccccc43)[C@@H]2C)cc1	22	-0.1
C[C@@H]1CCCCO[C@@H](CN(C)CC2CCCCC2)[C@@H](C)CN([C@H](C)CO)C(=O)c2cc(NC(=O)CCCN(C)C)ccc2O1	-5	·
C[C@@H]1CCCCO[C@@H](CN(C)CC2CC2)[C@H](C)CN([C@@H](C)CO)C(=O)c2cc(NC(=O)CCCN(C)C)ccc2O1	·	0.6
C[C@@H]1CN([C@@H](C)CO)C(=O)c2cc(NC(=O)Nc3ccccc3)ccc2O[C@@H](C)CCCCO[C@H]1CN(C)S(=O)(=O)c1ccccc1	·	0.3
Cc1noc(C)c1S(=O)(=O)Nc1ccc2c(c1)CC(=O)N([C@H](C)CO)C[C@@H](C)[C@H](CN(C)S(=O)(=O)c1cccs1)O2	·	-1.1
C[C@@H]1CN([C@@H](C)CO)C(=O)Cc2cc(NC(=O)Nc3ccccc3)ccc2O[C@H]1CN(C)Cc1ccc(C(=O)Nc2ccccc2N)cc1	·	-4.7
CNC[C@H]1Oc2ccc(NC(=O)CCC(F)(F)F)cc2C(=O)N([C@H](C)CO)C[C@H]1C	2	-1.4
CC(C)NC(=O)N(C)C[C@@H]1Oc2ncc(C#CC3CCCCC3)cc2C(=O)N([C@@H](C)CO)C[C@@H]1C	-22	·
C[C@H]1CCCCO[C@H](CN(C)Cc2ccc3c(c2)OCO3)[C@@H](C)CN([C@@H](C)CO)C(=O)c2cc(NS(=O)(=O)c3ccc(Cl)cc3)ccc2O1	·	0.1
Cn1c(=O)c(C(=O)NCCCO)c(O)c2ccccc21	-10	-0.4
COc1ccc(S(=O)(=O)Nc2ccc3c(c2)CC(=O)N([C@@H](C)CO)C[C@H](C)[C@@H](CN(C)S(=O)(=O)c2cccs2)O3)cc1	·	-26
Cc1ccc2nc(N3CCN(c4cccc(C)c4C)CC3)c(-n3nc(C)cc3C)nc2c1	16	-0.4
CNC[C@H]1OCCCC[C@@H](C)Oc2ccc(NC(=O)Nc3ccccc3)cc2C(=O)N([C@H](C)CO)C[C@H]1C	0	4.3
C[C@@H]1CN([C@@H](C)CO)C(=O)Cc2cc(NC(=O)Cn3cnnn3)ccc2O[C@H]1CN(C)Cc1ccccc1	-11	0.6
C[C@H](CO)N1C[C@H](C)[C@@H](CN(C)Cc2ccncc2)Oc2ccc(NS(=O)(=O)c3ccccc3)cc2CC1=O	-2	2.8
COCCCNC(=O)[C@@]1(Cc2ccccc2N=[N+]=[N-])N=C(c2ccc(OCCCO)cc2)O[C@H]1c1ccccc1N=[N+]=[N-]	-3	-0.1

Four entries out of the list, ordered by length of the SMILES, descending:
SMILES	EZH2 inh	IDH1 R132H inh
COCCCNC(=O)[C@@]1(Cc2ccccc2N=[N+]=[N-])N=C(c2ccc(OCCCO)cc2)O[C@H]1c1ccccc1N=[N+]=[N-]	-3	-0.1
C[C@H]1CN([C@@H](C)CO)C(=O)Cc2cc(NS(=O)(=O)c3cccs3)ccc2O[C@@H]1CN(C)C(=O)Nc1ccccc1	·	-0.1
C[C@H](CO)N1C[C@H](C)[C@@H](CN(C)Cc2ccncc2)Oc2ccc(NS(=O)(=O)c3ccccc3)cc2CC1=O	-2	2.8
Cc1ccc2nc(N3CCN(c4cccc(C)c4C)CC3)c(-n3nc(C)cc3C)nc2c1	16	-0.4

Reprinted at random: 5 compounds from above.
SMILES	EZH2 inh	IDH1 R132H inh
C[C@@H]1CN([C@@H](C)CO)C(=O)Cc2cc(NC(=O)Cn3cnnn3)ccc2O[C@H]1CN(C)Cc1ccccc1	-11	0.6
Cc1ccc2nc(N3CCN(c4cccc(C)c4C)CC3)c(-n3nc(C)cc3C)nc2c1	16	-0.4
Cc1noc(C)c1S(=O)(=O)Nc1ccc2c(c1)CC(=O)N([C@H](C)CO)C[C@@H](C)[C@H](CN(C)S(=O)(=O)c1cccs1)O2	·	-1.1
COc1ccccc1-c1cn(CC[C@H]2CC[C@@H](NC(=O)C3CCOCC3)[C@@H](CO)O2)nn1	-3	0.0
C[C@@H]1CN([C@@H](C)CO)S(=O)(=O)c2ccc(C3=CCCC3)cc2O[C@@H]1CN(C)CC1CCOCC1	5	1.0

(list continues)
SMILES	EZH2 inh	IDH1 R132H inh
Cc1ccc(C(=O)NCCNS(=O)(=O)c2ccccc2)cc1	·	-0.7
COc1ccc(S(=O)(=O)Nc2ccc3c(c2)C(=O)N([C@@H](C)CO)C[C@H](C)[C@@H](CN(C)C)OCCCC[C@H](C)O3)cc1	-14	·
COc1ccc(NC(=O)N(C)C[C@@H]2OCCCC[C@H](C)Oc3ccc(NC(=O)Nc4ccc5c(c4)OCO5)cc3C(=O)N([C@@H](C)CO)C[C@@H]2C)cc1	·	-4.8
Cc1ccc(-c2noc(CSc3nnc(-c4ccccc4)n3C)n2)cc1	0	-0.7
CCCn1c(=O)[nH]c2nc(-c3ccc(S(=O)(=O)O)cc3)[nH]c2c1=O	-6	-0.4
C[C@@H]1CN([C@@H](C)CO)C(=O)c2cc(N(C)C)ccc2O[C@H]1CN(C)C(=O)Nc1ccc(F)cc1	-1	0.3
C[C@@H]1CN([C@@H](C)CO)C(=O)c2cc(C#CCN(C)C)cnc2O[C@@H]1CN(C)C(=O)NC1CCCC1	5	0.5
CO[C@H]1CN(C)C(=O)c2ccc(NC(=O)c3cnccn3)cc2OC[C@H](C)N(CCc2ccccc2)C[C@H]1C	-3	0.1
C[C@@H]1CCCCO[C@H](CN(C)CC2CCCCC2)[C@H](C)CN([C@@H](C)CO)C(=O)c2cc(NS(=O)(=O)c3ccc(F)cc3)ccc2O1	·	0.2
CC(C)CC#Cc1cnc2c(c1)C(=O)N([C@H](C)CO)C[C@@H](C)[C@H](CN(C)C(=O)Nc1ccccc1F)O2	1	-0.3
C[C@@H]1CN([C@@H](C)CO)S(=O)(=O)c2ccc(C#Cc3ccccc3)cc2O[C@@H]1CN(C)S(=O)(=O)c1cn(C)cn1	·	-0.3
O=C(C[C@@H]1CC[C@H](NC(=O)C2CC2)[C@H](CO)O1)NCc1ccncc1	15	0.0
C[C@@H]1CCCCO[C@@H](CN(C)C(=O)c2ccccc2)[C@@H](C)CN([C@@H](C)CO)C(=O)c2cc(NS(=O)(=O)c3cn(C)cn3)ccc2O1	·	3.6
CCC(=O)N1C[C@@H](C)[C@H](OC)CN(C)C(=O)c2cc(NC(=O)COC)ccc2OC[C@H]1C	1	0.3
Cc1noc(C)c1NC(=O)N[C@H]1C=C[C@H](CC(=O)NCc2ccc(Cl)c(Cl)c2)O[C@H]1CO	7	-0.1
Cc1ccc(C)c(NC(=O)CSc2ncccn2)c1	3	0.0
O=S(=O)(NCC[C@@H]1CC[C@@H](NS(=O)(=O)c2ccccc2Cl)[C@@H](CO)O1)c1ccc(Cl)cc1	-5	-0.2
C[C@@H]1CN([C@@H](C)CO)C(=O)Cc2cc(NC(=O)c3ccncc3)ccc2O[C@@H]1CN(C)CC1CCCCC1	·	3.8
CN(C)CC(=O)Nc1ccc2c(c1)[C@H]1C[C@H](CC(=O)NCC3CC3)O[C@@H](CO)[C@H]1O2	-34	0.0
Cn1c(=O)c2c(ncn2C)n(C)c1=O	-2	0.5
Cc1ccc2nc(-c3cccc(NC(=O)COc4ccccc4)c3C)oc2c1	0	0.1
CC(c1ccccc1)n1c(Cn2ncc3ccccc3c2=O)n[nH]c1=S (centres undefined)	0	2.4
O=C(O)CCc1nc(-c2ccccc2)c(-c2ccccc2)o1	·	3.4
C[C@@H]1CN([C@@H](C)CO)C(=O)c2cc(NC(=O)c3ccncc3)ccc2O[C@@H](C)CCCCO[C@H]1CN(C)S(=O)(=O)c1ccc(F)cc1	·	-2.2
C[C@@H]1CN([C@H](C)CO)C(=O)c2cc(NC(=O)C3CC3)ccc2O[C@H]1CN(C)Cc1ccccc1	0	0.3
SMILES	EZH2 inh	IDH1 R132H inh
CNC[C@H]1Oc2ccc(NC(=O)Nc3ccccc3)cc2CC(=O)N([C@H](C)CO)C[C@H]1C	·	1.9
CC(C)NC(=O)N(C)C[C@H]1Oc2ccc(NC(=O)CCCCCC(=O)Nc3ccccc3N)cc2CC(=O)N([C@H](C)CO)C[C@@H]1C	·	0.0
CCCN(C)C[C@@H]1Oc2cc(C#Cc3ccncc3)ccc2S(=O)(=O)N([C@H](C)CO)C[C@@H]1C	-4	0.7
C[C@@H]1CN([C@H](C)CO)C(=O)c2ccccc2-c2ccccc2CO[C@H]1CN(C)S(=O)(=O)c1cccc(F)c1	1	·
COc1ccc(-n2c(Cn3ncc4ccccc4c3=O)n[nH]c2=S)cc1	-12	0.3
COc1cccc(S(=O)(=O)Nc2ccc3c(c2)[C@H]2C[C@H](CC(=O)N(C)C)O[C@@H](CO)[C@H]2O3)c1	0	-0.3
Cc1noc(C)c1S(=O)(=O)Nc1ccc2c(c1)C(=O)N([C@@H](C)CO)C[C@@H](C)[C@@H](CN(C)S(=O)(=O)c1ccc(F)cc1)OCCCC[C@H](C)O2	·	0.2
CO[C@@H]1CN(C)C(=O)c2cc(NC(=O)Nc3ccccc3Cl)ccc2OC[C@H](C)NC[C@H]1C	-5	0.0
COc1ccccc1S(=O)(=O)N(C)C[C@H]1Oc2cc(C#CCC3CCCC3)ccc2S(=O)(=O)N([C@H](C)CO)C[C@@H]1C	1	-2.7
C/C=C/c1cnc2c(c1)C(=O)N([C@H](C)CO)C[C@H](C)[C@H](CN(C)C(=O)c1cnccn1)O2	-4	-0.2
COCC(=O)Nc1ccc2c(c1)OC[C@@H](C)N(C(=O)c1ccccc1F)C[C@@H](C)[C@@H](OC)CN(C)C2=O	1	0.3
C[C@@H]1CN([C@H](C)CO)C(=O)c2cccc(NS(=O)(=O)c3cn(C)cn3)c2O[C@@H]1CN(C)Cc1ccncc1	-11	3.1
O=C(C[C@H]1C=C[C@@H](NC(=O)Nc2ccc(F)cc2)[C@@H](CO)O1)NCc1ccccn1	3	0.1
CC(C)NC(=O)N(C)C[C@H]1Oc2ncc(C#CC3CCCCC3)cc2C(=O)N([C@H](C)CO)C[C@@H]1C	-19	·
CCCNC(=O)N(C)C[C@@H]1Oc2cc(C#C[C@@H](C)O)ccc2S(=O)(=O)N([C@H](C)CO)C[C@@H]1C	-1	0.7
C[C@@H]1CCCCO[C@@H](CN(C)C(=O)NC2CCCCC2)[C@H](C)CN([C@H](C)CO)C(=O)c2cc(NC(=O)CCC(F)(F)F)ccc2O1	·	2.9
C[C@H]1CCCCO[C@H](CN(C)Cc2ccncc2)[C@@H](C)CN([C@@H](C)CO)C(=O)c2cc(NC(=O)C3CCCCC3)ccc2O1	-7	·
Cc1noc(C)c1NC(=O)Nc1ccc2c(c1)CC(=O)N([C@H](C)CO)C[C@H](C)[C@H](CN(C)Cc1ccc3c(c1)OCO3)O2	2	-0.9
Cc1cc(C)c(NC(=O)CN(c2cccc(Br)c2)S(C)(=O)=O)c(C)c1	6	0.2
CCCN(C)C[C@@H]1Oc2cc(C#CC(C)(C)O)ccc2S(=O)(=O)N([C@@H](C)CO)C[C@@H]1C	3	-0.2
Cc1noc(C)c1NC(=O)N[C@H]1CC[C@@H](CCNC(=O)C2CCOCC2)O[C@@H]1CO	15	0.0
COc1ccc(CN2C(=O)C(O)(CC(=O)c3c(C)n[nH]c3C)c3ccccc32)cc1OC (centres undefined)	-3	1.1
C[C@H](CO)N1C[C@H](C)[C@H](CN(C)CC2CC2)Oc2ccc(NC(=O)Nc3ccccc3)cc2CC1=O	-7	0.8
C[C@@H]1CN([C@@H](C)CO)C(=O)Cc2cc(NS(=O)(=O)c3cccs3)ccc2O[C@H]1CN(C)Cc1ccc(Cl)c(Cl)c1	·	-0.1
CC(C)NC(=O)N[C@H]1CC[C@H](CCNS(=O)(=O)c2ccc(F)cc2)O[C@@H]1CO	10	0.0
SMILES	EZH2 inh	IDH1 R132H inh
COC(=O)c1ccc([C@H]2C=C(C(=O)O)O[C@@H](OCc3ccc(CO)cc3)C2)cc1	6	·
Cc1ccccc1NS(=O)(=O)c1cc(OCC(N)=O)c(C)cc1Cl	0	-0.4
O=c1nc2ccccc2c2n1CC(CN1CCN(c3ccccc3)CC1)N2 (centres undefined)	·	0.3
CCCN1C[C@H](C)[C@H](OC)CN(C)C(=O)c2ccc(NC(=O)CC)cc2OC[C@@H]1C	16	0.2
Cn1cnc(S(=O)(=O)N[C@H]2C=C[C@H](CC(=O)N3CCN(c4ccccc4)CC3)O[C@H]2CO)c1	9	0.0
C[C@H]1CN([C@@H](C)CO)S(=O)(=O)c2ccc(-c3ccc(C(=O)N(C)C)cc3)cc2O[C@@H]1CN(C)C(=O)C1CC1	14	·
C[C@@H]1CN([C@@H](C)CO)C(=O)c2cccc(NS(C)(=O)=O)c2O[C@H]1CN(C)C(=O)Nc1ccc(C(F)(F)F)cc1	·	1.1
